Source: PubChem
IkB sig inh: IkB Signaling | ABC-DLBCL IkBa-CBG/CBR dual luciferase ratio, 4 h; response scale: scaled: untreated 0%, proteasome inhibitor 100% | Potency, µM (series often up to 57.1 µM), without a hit: at the highest dose IkBa stabilization activation | hit rate 0.04% among 110,000 | AID 445, 2006; active means well fitted curve in the direction sought with a large enough effect in the signal ratio, not every such curve was filed as active; inconclusive means small, poorly fitted or top-dose-only effect, or a change in a side signal; the % refers to the signal ratio;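 further: the direction sought is a rising ratio; 0% = basal untreated cells and 100% = reference inhibitor full response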
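In this assay, an IκBα–CBG68 fusion accumulates when IKK-driven degradation is blocked; native CBR normalizes for cell number. OCI-Ly3 cells were treated 4 h with compound and doxycycline, then green and red light read after Chroma-Glo addition.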
Imprint erasure: qHTS Assay for Compounds that Induce Erasure of Genomic Imprints; AID 1948, 2009; mouse ES Peg3-LacZ reporter, beta-gal luminescence, 40 h; hit rate 0.02% among 110,000; Potency, µM (titrated, usually from 60.7 µM), for the others: top-dose activity change, positive = activation, usual class: activators;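 further: 0% = negative control wells on the plate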
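Gelatin-coated wells received 300 freshly trypsinized female ES cells with a Peg3LacZ-Neo reporter on the maternal allele, then incubated 40 hours at 37C. BetaGlo was added for 5 minutes at room temperature before a single luminescence read.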
p53ts 32C tox: qHTS Screen for Compounds that Selectively Target Cancer Cells with p53 Mutations: Cytotoxicity of p53ts Cells at the Permissive Temperature | hit rate 0.93% among 130,000 | H1299-p53A138V at 32C, ATP luminescence viability, 24 h | Potency, µM (titrated, usually from 46.1 µM), for inactives: at the highest dose activity change, negative = cytotoxicity, actives largely listed as cytotoxic;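 further: 0% = DMSO and -100% = full killing by reference compound; nearly all actives have a fitted effect of over 55% in size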
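H1299-p53 A138V cells (temperature-sensitive p53) exposed 24 h to up to 46 uM compound at 32C, where p53 is wild-type in conformation. Viability read as ATP luminescence and normalised to DMSO and 100 uM tamoxifen. AC50 fitted with the Hill equation.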
p53ts 39C kill: qHTS Screen for Compounds that Selectively Target Cancer Cells with p53 Mutations: Cytotoxicity of p53ts Cells at the Nonpermissive Temperature. AID 902, 2007. Potency, µM (titrated, usually from 46.1 µM), for inactives: at the top dose activity change, negative = cell killing, actives largely listed as cytotoxic. hit rate 1.5% among 130,000. H1299-p53A138V viability at 39C, ATP luminescence, 24 h; further: nearly all actives have a fitted effect of over 55% in size
Active calls of the source: *; ? = inconclusive; / = not tested or not shown; & = joins results of further samples; [ ] = another dose, or the depositor's remark. Unless noted, the call rests on the fitted dose curve; in most records, active means well fitted curve in the direction sought with a large enough effect; inconclusive means small, poorly fitted or top-dose-only effect, or another doubt; inactive means no such curve, though single readings can be large; an effect the other way counts as inactive or inconclusive. Unless noted, on the % scale 0 is the no-effect control and ±100 the full control effect; potency means the concentration at half of the fitted maximal effect.

No.	SMILES	IkB sig inh	Imprint erasure	p53ts 32C tox	p53ts 39C kill
1	CCN1CCN(Cc2c(O)ccc3c(C)c(-c4ccccc4)c(=O)oc23)CC1	-4.0%	-7%[10.9 µM]	5%	1%
2	COc1ccc(/C=C/c2cc(OC)cc(=O)o2)cc1	0.2%	-28%&-44%	17%[1.84 µM]	?
3	COc1cc(OC)cc(-n2c(=O)c3ccccc3n(CC(=O)NCCc3ccc(OC)c(OC)c3)c2=O)c1	0.4%	-6%[10.9 µM]	7%	0%
4	Cc1cc(C)cc(OCCn2c(CCNC(=O)C3CCCCC3)nc3ccccc32)c1	0.5%	-17%[10.9 µM]	-2%	-34%
5	CCCC1(CCC)NC(=O)N(CC(=O)Nc2cccc(OC)c2)C1=O	0.7%	1%	-2%	-2%
6	CCOC(=O)c1cc(NC(=O)c2c(C)noc2C)cc(C(=O)OCC)c1	-2.1%	-18%	8%	10%
7	COc1cccc(NC(=O)N2CCCC2C(=O)NC(C)C)c1 (configuration not stated)	0.5%	-3%	-1%	-3%
8	Clc1ccccc1CNc1ncnc2nc[nH]c12	6.4%	-15%	24%	9%
9	COC(=O)C1=C(C)N(Cc2ccco2)C(=O)C1	-0.4%	-2%	9%	10%
10	NCCc1nc(-c2nc(C(=O)O)cs2)cs1	-0.3%[11.4 µM]	-12%[10.9 µM]	2%[9.22 µM]	9%[9.22 µM]
11	CCSC1=C(C#N)C(c2ccc(C)s2)CC(=O)N1 (configuration not stated)	-1.4%	-12%	-20%	-12%
12	Cc1ccc(C(C(=O)NC2CCCC2)N(Cc2ccc(F)cc2)C(=O)c2csnn2)o1 (configuration not stated)	1.2%	-9%	9%	5%
13	Cc1ccc2c(c1)c1c(n2CC(O)Cn2nc(C)c(Br)c2C)C(=O)CCC1 (configuration not stated)	0.1%	?	-5%	10%
14	Cc1ccc(N(C(=O)Cn2nnc3ccccc32)C(C(=O)NCc2ccco2)c2cccnc2)cc1 (configuration not stated)	0.3%	-7%	19%	0%
15	COc1ccc(OC)c(-n2cnc3cc(C(=O)NC4CCCCCC4)ccc32)c1	?	-11%[10.9 µM]	6%	-11%
16	CCCCCCCCCCCCCCC(C(=O)O)C(O)(CC(=O)OC)C(=O)O (configuration not stated)	/	-3%	-25%	-4%

Eleven entries out of the list, ordered by formula weight, ascending.
No.	SMILES	IkB sig inh	Imprint erasure	p53ts 32C tox	p53ts 39C kill
9	COC(=O)C1=C(C)N(Cc2ccco2)C(=O)C1	-0.4%	-2%	9%	10%
2	COc1ccc(/C=C/c2cc(OC)cc(=O)o2)cc1	0.2%	-28%&-44%	17%[1.84 µM]	?
8	Clc1ccccc1CNc1ncnc2nc[nH]c12	6.4%	-15%	24%	9%
11	CCSC1=C(C#N)C(c2ccc(C)s2)CC(=O)N1 (configuration not stated)	-1.4%	-12%	-20%	-12%
7	COc1cccc(NC(=O)N2CCCC2C(=O)NC(C)C)c1 (configuration not stated)	0.5%	-3%	-1%	-3%
1	CCN1CCN(Cc2c(O)ccc3c(C)c(-c4ccccc4)c(=O)oc23)CC1	-4.0%	-7%[10.9 µM]	5%	1%
16	CCCCCCCCCCCCCCC(C(=O)O)C(O)(CC(=O)OC)C(=O)O (configuration not stated)	/	-3%	-25%	-4%
4	Cc1cc(C)cc(OCCn2c(CCNC(=O)C3CCCCC3)nc3ccccc32)c1	0.5%	-17%[10.9 µM]	-2%	-34%
13	Cc1ccc2c(c1)c1c(n2CC(O)Cn2nc(C)c(Br)c2C)C(=O)CCC1 (configuration not stated)	0.1%	?	-5%	10%
14	Cc1ccc(N(C(=O)Cn2nnc3ccccc32)C(C(=O)NCc2ccco2)c2cccnc2)cc1 (configuration not stated)	0.3%	-7%	19%	0%
3	COc1cc(OC)cc(-n2c(=O)c3ccccc3n(CC(=O)NCCc3ccc(OC)c(OC)c3)c2=O)c1	0.4%	-6%[10.9 µM]	7%	0%
